Screening data deposited in PubChem by several laboratories.
3CLpro inhibitor – SARS-CoV 3CLpro protease inhibition. P0C6X7. recombinant SARS-CoV 3CLpro, quenched FRET peptide cleavage. inhibition, % at 6 µM. actives 0.14% (n = 290,000). AID 1706; in the data active means inhibition above about 12%
TcdB inh – blocks C. difficile toxin B glycohydrolase activity | inhibition, % at 9.99 µM | actives 0.24% (n = 350,000) | AID 652162 | TcdB glycohydrolase enzymatic assay, plate reader | P18177; in the data active means inhibition above about 10%
Anthrax LF inh2 – inhibitors of Bacillus anthracis lethal factor protease. inhibition, % at 10 µM. multiplex microsphere protease cleavage assay, LF. actives 0.12% (n = 360,000). P15917; further: plate controls were buffer without enzyme for full effect and enzyme alone for no effect
Target sequence (P15917 whole entry, looked up): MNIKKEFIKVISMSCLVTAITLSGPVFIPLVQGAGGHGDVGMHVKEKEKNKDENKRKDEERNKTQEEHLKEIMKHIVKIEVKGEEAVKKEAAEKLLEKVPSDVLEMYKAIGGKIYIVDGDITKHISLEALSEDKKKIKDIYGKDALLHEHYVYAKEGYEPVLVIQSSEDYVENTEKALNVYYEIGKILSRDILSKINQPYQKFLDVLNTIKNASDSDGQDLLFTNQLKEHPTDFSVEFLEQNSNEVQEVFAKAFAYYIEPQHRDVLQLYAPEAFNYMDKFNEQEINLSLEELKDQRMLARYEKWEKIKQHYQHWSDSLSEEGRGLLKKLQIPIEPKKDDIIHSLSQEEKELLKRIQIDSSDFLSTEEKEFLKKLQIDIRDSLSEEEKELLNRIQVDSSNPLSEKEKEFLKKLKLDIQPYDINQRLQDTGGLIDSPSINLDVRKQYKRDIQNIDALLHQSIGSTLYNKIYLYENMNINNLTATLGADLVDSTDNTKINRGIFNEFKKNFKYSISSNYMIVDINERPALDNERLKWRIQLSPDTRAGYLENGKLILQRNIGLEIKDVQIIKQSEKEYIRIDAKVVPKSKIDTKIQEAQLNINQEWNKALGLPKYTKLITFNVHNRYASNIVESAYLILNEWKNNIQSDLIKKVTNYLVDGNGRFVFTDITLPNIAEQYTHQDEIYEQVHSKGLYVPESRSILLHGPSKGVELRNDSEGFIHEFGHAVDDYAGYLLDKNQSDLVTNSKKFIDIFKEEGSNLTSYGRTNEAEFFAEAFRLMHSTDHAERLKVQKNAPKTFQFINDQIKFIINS
SSB-PriA inh – K. pneumoniae PriA-SSBct interaction inhibition. AlphaScreen SSBct-PriA binding, biotinylated peptide. actives 0.6% (n = 430,000). inhibition, % at 33 µM; in the data active means inhibition mostly above about 37%, no sharp cut-off; inactive means mostly below about 20%;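 further: plate controls were negative control peptide for no effect and reference peptide for full effect; strong numbers were not always called active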
Vc quorum ag – induces V. cholerae light production without autoinducers | V. cholerae BH1578 lux reporter, luminescence, 6 h | activation, % at 18.7 µM | actives 0.16% (n = 350,000); in the data active means activation mostly above about 9.7%, no sharp cut-off; further: not every result past the cut was called active; inactives centre near 0; reference of the scale not given here
PfHsp40 rescue – compounds rescuing yeast from Plasmodium falciparum HSP40 toxicity; S. cerevisiae expressing PfHsp40, growth rescue, ATP luminescence; growth rescue, % at 12.5 µM; actives 0.68% (n = 340,000); AID 504582; in the data active means growth rescue above about 28%, passing the limit was not always enough;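 further: yeast W303a lacking pdr1 and pdr3 grown in galactose medium; growth measured after three days at 30 °C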
DUSP3 inh – inhibitors of human VHR1 phosphatase (DUSP3). recombinant VHR phosphatase, pNPP absorbance. inhibition, % at 13.3 µM. actives 0.52% (n = 290,000). AID 1654; in the data active means inhibition above about 50%; further: some compounds called inactive have numbers as strong as hits
Y pestis TopoI – inhibitors of Yersinia pestis topoisomerase I; Y. pestis Topo-I cleavage product accumulation, plate reader; activity, % at 10 µM; actives 0.064% (n = 360,000); AID 504884; in the data active means activity above about 50%, passing the limit was not always enough; further: inactives centre near 2
BoNT-A LC inh2 – BoNT A light chain protease inhibition. multiplex microsphere protease substrate cleavage, flow cytometry. inhibition, % at 10 µM. actives 0.17% (n = 360,000); further: plate controls were buffer without enzyme for full effect and enzyme alone for no effect
CCHF vOTU inh – blocks the CCHF virus ovarian tumor domain protease. CCHFV vOTU protease, Pep-AMC fluorescence. AID 651958. actives 0.55% (n = 370,000). inhibition, % at 11.5 µM; in the data active means inhibition above about 30%; further: 0% = vehicle wells with enzyme and 100% = no enzyme wells
Numbers without * were called inactive; i = inactive; . = no result given; & = joins results of further samples. Unless noted, no stated cut-off is given here; in the data, active means inhibition above about 30%; inconclusive means no clear call, values can overlap the other calls; inactive means below that.

Each structure is followed by: 3CLpro inhibitor	TcdB inh	Anthrax LF inh2	SSB-PriA inh	Vc quorum ag	PfHsp40 rescue	DUSP3 inh	Y pestis TopoI	BoNT-A LC inh2	CCHF vOTU inh
COC(=O)c1sccc1NC(=O)CC1C(=O)NCCN1C(=O)c1ccccc1 (configuration not stated)
 : 3	-0.1	-8	-1	-0.3	-1.0	8	-3	1.0	5
CC1(C)CN(c2ccccc2)N(C(=O)c2ccc(C#N)cc2)C1=O
 : -1	.	-6	-3	-0.2	2.0	19	-8	-3.2	-11
COC(=O)c1ccccc1Nc1cc(C)nc2nc(C)nn12
 : -3	0.5	-2	0	-0.2	-0.2	11	6	0.2	1
COc1cccc(CN(C)C(=O)CSC(C)C(=O)Nc2cc(C)on2)c1OC (configuration not stated)
 : .	1.1	-1	-4	1.8	-0.6	.	-8	0.4	-4
Cc1ccc(S(=O)(=O)N2CCN(C(=O)Cn3c(=O)oc4ccccc43)CC2)cc1
 : .	1.3	-12	7	0.1	0.2	.	2	-1.0	6
CC(C)[C@H](NC(=O)c1ccccc1)C(=O)OCC(=O)Nc1ccc2c(c1)OCCO2
 : 0	3.4	-1	-1	-3.0	0.5	3	-1	-0.5	5
NNC(=O)c1ncoc1-c1ccc(Cl)cc1
 : 1	0.4	-27	-7	-0.4	-0.6	18	8	-0.5	-10
COc1ccc(NS(=O)(=O)c2ccc(OC)c3ccccc23)cn1
 : 6	.	1	-14	-1.6	1.1	-12	22	-0.1	-1
Cc1ccc(C2(COC(=O)C(C)C)CO2)c(OC(=O)C(C)C)c1 (configuration not stated)
 : .	1.4	-12	-2	-0.4	-0.6	3	1	-0.5	-13
C=CCN(c1nc(C)c(Br)c(OC)n1)S(=O)(=O)c1ccc(C)cc1
 : 1	0.3	8	-37	i	-0.6	-5	4	1.1	-7
COc1cc(OC)c2c(c1)OC(c1ccc(OC)c(OC)c1)C(O)C2=O (configuration not stated)
 : 5	0.2	-1	5	i	0.7	19	2	-1.1	9
O=C1CCCC/C1=N\Nc1ccc(OCc2ccccc2)cc1
 : -1	2.8	0	.	0.3	0.0	-17	5	-0.4	-1
Cc1nc(NC(=O)CSC2=NCCS2)sc1C(=O)N(C)C
 : -3	0.9	0	-11	-0.1	0.5	26	-8	-1.5	1
CCCCn1c(=O)c(F)cn(Cc2ccc(OC)c([N+](=O)[O-])c2)c1=O
 : -4	-0.4	0	-3	-0.1	0.7	-3	0	-0.8	-14
CC(C)CCNCC(=O)NC(c1ccccc1)c1ccccc1
 : 5	4.0	3	6	-3.3	-0.3	22	1	-0.1	8
C#CCOCCOCCOCCNc1nc(OC)nc(N2CCN(C(=O)[C@H](CCC(=O)O)n3cc(C(N)CO)nn3)CC2)n1 (some centres not stated)
 : .	-0.2	-4	-2	-0.6	-1.3	.	-2	-0.9	3
O=C(Nc1nnc([C@@H]2C[C@H](O)[C@@H](CO)O2)s1)Nc1cccc2c1CCCC2
 : .	0.8	-1	.	-0.5	.	.	7	-0.1	19
O=C(COc1ccc(S(=O)(=O)N2CCOCC2)cc1)Nc1ccc2c(c1)OCCO2
 : -4	-3.7	-4	-12	i	-1.8	-8	-4	0.1	-6
COC(=O)c1ccccc1NS(=O)(=O)c1ccc2c(c1)oc(=O)n2C
 : -2	0.8	-12	-22	-0.3	-0.2	52*	-6	-2.8	10
COc1ccc(-c2cc(C(=O)Nc3cccc(Cl)c3)no2)cc1
 : -5	0.7	-3	-5	-0.5	.	10	1	1.6	-3

Brought forward from above: seven compounds, then new ones.
Each structure is followed by: 3CLpro inhibitor	TcdB inh	Anthrax LF inh2	SSB-PriA inh	Vc quorum ag	PfHsp40 rescue	DUSP3 inh	Y pestis TopoI	BoNT-A LC inh2	CCHF vOTU inh
CCCCn1c(=O)c(F)cn(Cc2ccc(OC)c([N+](=O)[O-])c2)c1=O
 : -4	-0.4	0	-3	-0.1	0.7	-3	0	-0.8	-14
CC(C)CCNCC(=O)NC(c1ccccc1)c1ccccc1
 : 5	4.0	3	6	-3.3	-0.3	22	1	-0.1	8
C#CCOCCOCCOCCNc1nc(OC)nc(N2CCN(C(=O)[C@H](CCC(=O)O)n3cc(C(N)CO)nn3)CC2)n1 (some centres not stated)
 : .	-0.2	-4	-2	-0.6	-1.3	.	-2	-0.9	3
O=C(Nc1nnc([C@@H]2C[C@H](O)[C@@H](CO)O2)s1)Nc1cccc2c1CCCC2
 : .	0.8	-1	.	-0.5	.	.	7	-0.1	19
O=C(COc1ccc(S(=O)(=O)N2CCOCC2)cc1)Nc1ccc2c(c1)OCCO2
 : -4	-3.7	-4	-12	i	-1.8	-8	-4	0.1	-6
COC(=O)c1ccccc1NS(=O)(=O)c1ccc2c(c1)oc(=O)n2C
 : -2	0.8	-12	-22	-0.3	-0.2	52*	-6	-2.8	10
COc1ccc(-c2cc(C(=O)Nc3cccc(Cl)c3)no2)cc1
 : -5	0.7	-3	-5	-0.5	.	10	1	1.6	-3
O=C(NCCc1c[nH]c2ccccc12)c1cnc2sccn2c1=O
 : 1	0.3	-7	-4	-0.1	0.9	-2	-4	0.1	15
COc1ccc(C2c3c(-c4ccccc4O)n[nH]c3C(=O)N2CCc2ccc(OC)c(OC)c2)cc1 (configuration not stated)
 : 6	.	-1	9	i	1.4	-23	12	2.0	17
COc1cccc(CNC(=O)CCc2nc3cc(S(=O)(=O)N4CCOCC4)ccc3n2C)c1
 : .	1.4	.	-23	-0.2	0.4	.	4	.	2
O=c1c2ccccc2nc(CSc2ncnc3nc[nH]c23)n1-c1cccc(C(F)(F)F)c1
 : 3	.	7	-12	-1.2	0.6	36	-6	0.1	-7
Cc1cccc(NC(=O)c2ccc(NC(C)c3ccccc3)c([N+](=O)[O-])c2)n1 (configuration not stated)
 : 7	1.4	-4	10	-0.4	0.2	26	20	-0.4	-16
Cc1ccc(S(=O)(=O)CCC(=O)OCC(=O)N2CCN(c3ccccc3)CC2)cc1
 : .	0.7	-4	-6	i	0.6	.	29	-6.4	5
O=C(COc1cccc(Oc2ccccc2)c1)Nc1ncccn1
 : -4	.	.	-26	-1.1	0.2	-1	1	.	8
CCc1cccc(NC(=O)Cc2ccc(OC)c(OC)c2)c1
 : 2	0.7	-3	-11	0.6	-1.3	-1	-3	-0.2	-2
COc1cc(C(C)=O)ccc1OCC(O)CNCC1(N2CCCCC2)CCCCC1 (configuration not stated)
 : -3	.	-13	-20	-0.7	-0.3	28	-6	-0.9	8
O=C(O)C1C(C(=O)O)C1(c1ccccc1)c1ccccc1 (configuration not stated)
 : 6	1.7	3	-7	-0.7	-0.6	8	5	-0.2	10
O=S(=O)(Nc1cccnc1)c1cccs1
 : 2	.	2	-6	i	-0.7	-7	3	0.0	-3
CCn1cc(C(=O)Nc2ccc(C)c([N+](=O)[O-])c2)cn1
 : 5	.	0	10	0.4	-0.5	4	2	0.8	-6
CC1CCc2nc(NC(=O)C3CC3)sc2C1 (configuration not stated)
 : 0	.	1	5&-20	i	0.7	30	-2	0.2	5
CCn1c(O)c(N=NC(=O)CNC(=O)c2ccco2)c2ccccc21
 : 1	0.8	0	-14	-0.3	-0.1	8	-1	-0.6	8
CC(CCc1ccccc1)NC(=O)c1cccc(F)c1 (configuration not stated)
 : -5	-2.1	7	-1	0.9	0.7	5	0	3.0	-4
O=P(Cc1ccccn1)(c1ccccc1)c1ccccc1
 : -2	1.1	-3	9	i	0.5	30	-9	-2.5	2
O=C(NCC1CCCO1)c1ccc2c(c1)N(Cc1ccccc1)CCS2 (configuration not stated)
 : 0	0.7	1	5	-2.1	1.6	-5	2	-0.2	-142
Cc1ccc(S(=O)(=O)N(CC(=O)Nc2cccc(C)c2C)C(=O)N2CCN(C)CC2)cc1
 : .	0.8	4	-13	i	-1.4	.	-9	1.8	-4
N#CCCn1cc(C(=O)Nc2ccccn2)c(-c2ccccc2)n1
 : 7	0.6	6	-4	-1.3	-0.5	14	0	2.9	10
CCOC(=O)Cn1cc(C(=O)c2cccs2)c2ccccc21
 : 5	.	-2	-7	.	-0.6	-1	2	0.7	7

Each structure is followed by: 3CLpro inhibitor	TcdB inh	Anthrax LF inh2	SSB-PriA inh	Vc quorum ag	PfHsp40 rescue	DUSP3 inh	Y pestis TopoI	BoNT-A LC inh2	CCHF vOTU inh
CC1(O)CCC2C3CCC4=CC(=O)CCC4=C3C=CC21C (configuration not stated)
 : .	1.6	-9	-13	-2.0	-0.5	.	-4	0.1	-10
Cc1c(CC(=O)N2CCN(C(=O)C3COc4ccccc4O3)CC2)c(=O)oc2cc(O)ccc12 (configuration not stated)
 : 3	-0.1	6	-11	-0.3	1.0	13	3	-1.7	-395
CCCCCCN1CCN(C2CN(Cc3cn(Cc4cc(C)cc(C)c4)nn3)S(=O)(=O)C2)CC1 (configuration not stated)
 : .	0.9	-10	.	.	.	.	.	-0.2	-5
Fc1ccc(SCCc2ccncc2)cc1
 : 4&2	.	-4&3	-8	-0.3	-1.4&-0.2	23&10	13&3	-1.1&-0.4	3&21
CN1OC[C@@H]2C(=O)N3CCc4c([nH]c5ccccc45)[C@@H]3C[C@@H]21
 : .	-0.3	-1	.	-0.4	.	.	4	1.6	-27
COc1cc(/C=C(/C#N)c2ccc(F)cc2)ccc1OCc1ccc(C(=O)O)o1
 : 6	.	-11	-10	-0.7	1.3	1	-2	-0.8	16
CC(=O)N1CCOCCOCCOCC1
 : 0	1.0	-19	1	-0.8	-0.4	10	-6	-5.6	7
Cc1cccc(C)c1NC(=O)CN1CCN(C(=O)CNC(=O)c2ccc(-c3ccccc3)cc2)CC1
 : .	1.6	-10	.	0.5	.	.	3	0.2	0
CCN1C(=O)/C(=C/c2cn(C)nc2C)SC1=S
 : 0	.	1	10	-0.4	0.1	31	4	1.9	-1
O=C(NC1CCS(=O)(=O)C1)/C(=C\c1ccccc1)NC(=O)c1ccccc1 (configuration not stated)
 : 3	.	-2	8	i	-0.9	42	-3	-0.2	-22
Cc1ccc(S(=O)(=O)NC(C)(C)CSc2nnc(Nc3ccccc3)s2)cc1
 : 1	.	1	9	-0.2	7.4	0	2	-0.3	5
Cc1ccc(Cl)cc1-n1ncc2c(NNC(=O)c3ccco3)ncnc21
 : -5	0.2	-6	-6	-0.3	-0.8	18	-10	-1.1	18

An excerpt (hit frequency here may not be typical).
